From PubChem
Tau fibril FP: tau fibrillization inhibition (FP); K18 P301L tau heparin fibrillization, Alexa594 FP, 6 h; AID 1468; 280,000 compounds, 0.39% hits; Potency, µM (top dose mostly 57.7 µM), for the others: at the highest dose activity, negative = inhibition, usual class: inhibitors; further: nearly all actives have a fitted effect of over 55% in size
Target sequence (P10636 561-689 P618L limits assumed): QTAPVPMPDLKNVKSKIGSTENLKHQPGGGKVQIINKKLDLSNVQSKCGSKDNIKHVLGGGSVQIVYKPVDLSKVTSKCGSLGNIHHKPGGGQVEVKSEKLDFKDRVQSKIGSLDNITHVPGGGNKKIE
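Heparin (20 uM) drove fibril formation of recombinant tau K18 P301L, 15 uM unlabeled with 0.24 uM Alexa 594 label, for 6 hr at 37 C in 100 mM sodium acetate pH 7. Fluorescence polarization (555/632 nm) read 1 hr after 30 uM ThT.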
TRb SRC2 PPI: disrupts binding of human TR beta to SRC2 | P10828 | TRbeta-SRC2 peptide binding, fluorescence polarization; receptor liganded with 1 µM T3 | Potency, µM (series often up to 106 µM), for the others: at the highest dose activity change, negative = inhibition, usual class: inhibitors | 280,000 compounds, 0.065% hits;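 further: plate controls were bound peptide for no effect and peptide without receptor for full effect; nearly all actives have a fitted effect of over 50% in size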
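Read-out is fluorescence polarization (555 nm excitation, 632 nm emission) of a Texas Red SRC2 coactivator peptide; loss of signal reflects blocked binding to human TRb ligand-binding domain in the presence of 1 uM T3.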
TR SRC2 fluor cs: alters Texas Red total fluorescence, flagging assay interference | TRb/SRC2 Texas Red total fluorescence interference | Potency, µM (series often up to 106 µM), inactives show at the top dose fluorescence change, negative = quenching | 280,000 compounds, 0.29% hits | AID 1479; active means well fitted curve in either direction with a large enough effect; inconclusive means small, poorly fitted or top-dose-only effect
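Human TRb ligand-binding domain at 0.6 uM with 20 nM Texas Red SRC2 peptide in Tris buffer containing 1 uM T3 and 5% DMSO, incubated with compound 5 h at ambient temperature. Total fluorescence (555/632 nm) calculated as parallel + 2 × perpendicular.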
RECQ1 inh: RECQ1 (human) helicase inhibition; P46063; RECQ1 DNA unwinding, red fluorescence kinetic read; Potency, µM (highest dose often 57.3 µM), for the others: at the top dose activity, negative = inhibition, actives largely listed as inhibitors; 240,000 compounds, 0.54% hits; AID 2549;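 further: plate controls were vehicle for no effect and no enzyme for full effect; nearly all actives have a fitted effect of over 30% in size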
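50 nM RECQ1T1 preincubated 15 min with compound in Tris pH 8.0 buffer with MgCl2, DTT, Tween-20 and 2.5 ug/ml poly(dI-dC); started with 200 nM TAMRA/BHQ-2 forked duplex and 2 mM ATP. Unwinding read as fluorescence (525/598 nm), two reads 2 h apart.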
L3MBTL1 block: L3MBTL1 (human) inhibition; AID 485360; 230,000 compounds, 0.66% hits; AlphaScreen L3MBTL1–H3K9me1 peptide binding; Potency, µM (titrated, usually from 57.1 µM), for the others: top-dose activity, negative = inhibition, most hits filed as inhibitors; further: nearly all actives have a fitted effect of over 60% in size
Target sequence (Q9Y468 whole entry, looked up): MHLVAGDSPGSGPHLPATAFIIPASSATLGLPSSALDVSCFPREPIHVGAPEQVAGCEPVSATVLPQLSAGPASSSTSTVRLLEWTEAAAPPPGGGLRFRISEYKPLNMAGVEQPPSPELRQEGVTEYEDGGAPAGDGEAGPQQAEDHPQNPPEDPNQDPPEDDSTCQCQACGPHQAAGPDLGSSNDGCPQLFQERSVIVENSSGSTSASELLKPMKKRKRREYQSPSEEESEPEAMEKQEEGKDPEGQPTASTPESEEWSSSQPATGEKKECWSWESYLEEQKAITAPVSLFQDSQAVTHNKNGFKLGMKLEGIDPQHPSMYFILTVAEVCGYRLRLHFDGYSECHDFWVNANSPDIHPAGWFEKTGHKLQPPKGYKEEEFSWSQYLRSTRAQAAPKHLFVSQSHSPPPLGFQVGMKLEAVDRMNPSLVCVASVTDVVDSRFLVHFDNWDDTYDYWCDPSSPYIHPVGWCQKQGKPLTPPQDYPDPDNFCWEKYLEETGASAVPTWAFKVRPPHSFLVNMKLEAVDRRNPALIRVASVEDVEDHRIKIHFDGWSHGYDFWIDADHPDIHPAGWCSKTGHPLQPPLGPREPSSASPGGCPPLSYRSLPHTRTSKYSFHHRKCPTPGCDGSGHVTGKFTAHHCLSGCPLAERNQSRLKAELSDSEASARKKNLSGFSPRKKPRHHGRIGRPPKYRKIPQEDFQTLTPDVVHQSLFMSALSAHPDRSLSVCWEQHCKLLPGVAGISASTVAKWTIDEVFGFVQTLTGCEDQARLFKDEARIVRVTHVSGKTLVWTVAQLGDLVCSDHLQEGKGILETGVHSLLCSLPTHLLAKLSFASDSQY
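Displacement of a biotinylated histone H3(1-15) peptide monomethylated at Lys9 (75 nM) from L3MBTL1 (50 nM) was measured by AlphaScreen after a 30 min room-temperature compound incubation; cefsulodin titration served as intraplate control.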
RGS12 GoLoco inh: RGS12 GoLoco-Gai1 interaction inhibition. P63096. Gai1:RGS12 GoLoco peptide FP, rhodamine, 10 min. Potency, µM (series often up to 61.6 µM), for the others: top-dose activity, negative = inhibition, most hits filed as inhibitors. 230,000 compounds, 0.44% hits; active means well fitted inhibition curve with a large enough effect, not every such curve was filed as active; inactive means no such curve, though single readings can be large or run the other way; further: nearly all actives have a fitted effect of over 30% in size; many of its hits are not listed in these tables
Tau fibril ThT: inhibitors of human tau fibril formation, thioflavin T binding. Potency, µM (top dose mostly 57.4 µM), for the others: at the top dose activity, negative = inhibition, most hits filed as inhibitors. P10636. 270,000 compounds, 2.1% hits. recombinant tau K18 P301L (four-repeat tau fragment), heparin-induced fibrillization, ThT fluorescence; further: nearly all actives have a fitted effect of over 55% in size
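In this qHTS, human K18 P301L tau is incubated with compound and heparin for 6 hr at 37 C, and Thioflavin T fluorescence then reports fibril load.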
KDM4E inh: blocks human JMJD2E demethylase activity; AID 2147; 230,000 compounds, 1.6% hits; JMJD2E catalytic domain, FDH-coupled NADH fluorescence (FDH is formaldehyde dehydrogenase); Potency, µM (top dose mostly 57.1 µM), inactives show at the highest dose activity change, negative = inhibition, most hits filed as inhibitors; active means well fitted inhibition curve with a large enough effect, not every such curve was filed as active; inconclusive means small, poorly fitted or top-dose-only effect, or another doubt; inactive means no such curve, though single readings can be large or run the other way;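 further: 0% = wells with enzyme and -100% = buffer wells without enzyme; nearly all actives have a fitted effect of over 50% in size; many of its hits are not listed in these tables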
* marks the source's active call; other numbers are inactive results; i = inactive; ? = inconclusive; / = not tested or not shown; [ ] = another dose, or the depositor's remark. Unless noted, the call rests on the fitted dose curve; in most records, active means well fitted curve in the direction sought with a large enough effect; inconclusive means small, poorly fitted or top-dose-only effect, or another doubt; inactive means no such curve, though single readings can be large; an effect the other way counts as inactive or inconclusive. Unless noted, on the % scale 0 is the no-effect control and ±100 the full control effect; potency means the concentration at half of the fitted maximal effect.

Second line of a record: KDM4E inh	L3MBTL1 block	Tau fibril FP	RGS12 GoLoco inh	TRb SRC2 PPI	TR SRC2 fluor cs	Tau fibril ThT	RECQ1 inh
Cc1c(N=C2Nc3cccc4cccc2c34)c(=O)n(-c2ccccc2)n1C
    -3%	0%	9%	-3%	-7%	0%	?	-8%
O=C(CCN1C(=O)c2ccccc2C1=O)NNC(=O)c1ccc(Cl)cc1Cl
    -2%	-5%	-1%	-4%	-12%[53 µM]	-1%[53 µM]	8%	-2%
Cc1cccc(C)c1OCC(=O)Nc1nonc1-c1ccc(Br)cc1
    /	/	-3%	/	-3%	-1%	0%	/
CCCn1c(=O)c2ccccc2n2c(SCC(=O)N3CCc4ccccc4C3)nnc12
    -5%	-1%	5%	-4%	0%	5%	-6%	-10%
CCCc1cc(C(=O)Nc2c(C)nn(Cc3ccc(Cl)c(Cl)c3)c2C)no1
    /	/	3%	/	2%	-5%	-15%	/
COc1ccc(Cl)cc1NC(=O)NCc1ccco1
    -1%	-5%	5%	3%	-1%	-6%	-15%	-3%
c1ccc(-n2cnnc2SCc2cn3ccsc3n2)cc1
    8%	4%	-1%	-3%	5%	3%	7%	-2%
Cc1cc(C(=O)N/N=C/c2cn[nH]c2-c2ccccc2)cs1
    -10%	-2%	3%	-3%	1%	0%	?	0%
CCOc1ccccc1NC(=O)c1ccc2oc(=O)c(S(=O)(=O)c3ccc(F)cc3)cc2c1
    /	/	-12%	/	-2%	-2%	1%	/
COc1ccc(C)cc1NC(=O)CCCN1C(=O)CCC1=O
    -3%	/	1%	-3%	12%	0%	-15%	-4%
O=C(c1ccc(-n2cccn2)cc1)N1CCc2ccccc2C1
    5%	/	-4%	7%	-4%	-4%	/	-7%
Cc1ccc(S(=O)(=O)NC(C)(C)CSc2ccccn2)cc1
    15%	9%	1%	9%	-1%	0%	0%	-3%
CCOc1cc(C(=O)Nc2cc3c(cc2N2CCCC2)n(C)c(=O)c(=O)n3C)cc(OCC)c1OCC
    /	/	-3%	/	-4%	5%	?	/
COc1ccc2c(c1)CCCN2C(N)=O
    7%	/	-3%	-11%	-1%	0%	-4%	-2%
Cc1ccc(C)c(N2CC(O)(c3cccs3)[N+]3=C2CCCC3)c1 (stereo unspecified)
    2%	-2%	-1%	-2%	3%	0%	3%	i
COc1ccc(CCC(=O)NC2=NCCS2)cc1OC
    3%	-5%	2%	-13%	-10%	-3%	-7%	i
CCOC(=O)C1=C(O)C(=O)N(Cc2cccnc2)C1c1ccc(C)cc1 (stereo unspecified)
    -29%	-7%	6%	6%	7%	-5%	1%	i
CC(=O)C1=C(C)Nc2ncnn2C1c1ccccc1OCc1ccccc1 (stereo unspecified)
    -11%	23%[11.4 µM]	1%	9%	9%	2%	6%	0%
COc1ccccc1S(=O)(=O)Cc1ccc(C(=O)NCCN2CCCCCC2)o1
    -6%	5%	-1%	-11%	-6%	-4%	-5%	-4%
O=C(O)c1ccc(/C=N/Nc2nc3ccccc3[nH]2)cc1
    0%	12%	-5%	0%	4%	-4%	-16%	i
Cc1cc(C)cc(N(C(=O)c2csnn2)C(C(=O)NC(C)(C)C)c2ccncc2)c1 (stereo unspecified)
    4%	29%	15%	-13%	-7%	1%	10%	i
COc1cc(C(=O)Nc2nnc(C(C)(C)C)s2)c([N+](=O)[O-])cc1OC
    -4%	1%	1%	1%	-5%	0%	-2%	0%
CCCc1cc(-c2n[nH]c(C)c2-c2ccc(C(=O)OCC)o2)c(O)cc1O
    ?	-1%[11.4 µM]	?	18%	2%	-6%	-9%	-10%
Cn1c(=O)c2c(nc(CN3CCN(C(=O)c4ccco4)CC3)n2Cc2cccc(Cl)c2)n(C)c1=O
    3%	-1%	7%	5%	-1%	1%	-10%	-1%
CC(C)(C)NC(=O)CN(Cc1cccs1)C(=O)C1COc2ccccc2O1 (stereo unspecified)
    7%	-5%	-3%	10%	-2%	-2%	-7%	-2%
CN(C)Cc1c(C#N)c2ccccc2n1C
    1%	2%	1%	3%	-10%	-2%	1%	-4%
CS(=O)(=O)N1CCC(C(=O)NCCC2=CCCCC2)CC1
    10%	16%	5%	-13%	10%	0%	10%	1%
COc1ccccc1CNc1ncncc1-c1ccccc1C
    ?	/	1%	-5%	-6%	-4%	-21%	-13%
C=CCNc1nc(Nc2ccc([N+](=O)[O-])cc2)nc(OC)n1
    -3%	/	-12%	0%	-5%	-16%	-8%	-4%
Cc1ccc2[nH]c(=O)c(CN(CCN3CCOCC3)C(=O)Nc3ccccc3F)cc2c1
    ?	10%	-1%	2%	8%	-5%	-3%	-2%

(further entries)
Second line of a record: KDM4E inh	L3MBTL1 block	Tau fibril FP	RGS12 GoLoco inh	TRb SRC2 PPI	TR SRC2 fluor cs	Tau fibril ThT	RECQ1 inh
O=C(NCc1ccc(F)cc1)c1cc(S(=O)(=O)N2CCOCC2)ccc1F
    1%	7%	-18%	1%	-5%	-4%	-2%	i
Cc1ccc(N2CC(NC(=O)c3ccc(S(=O)(=O)N4CCCCC4)cc3)CC2=O)cc1 (stereo unspecified)
    /	/	-2%	/	-5%	0%	-2%	/
CCOc1ccccc1-c1nc(-c2ccc(NC(=O)Cc3ccc(OC)cc3)cc2)no1
    ?	3%	?	9%	4%	-1%	3%	-21%
COCCNC(=O)Nc1ccc(F)cc1
    2%	-1%[11.4 µM]	-1%	2%	-3%	-5%	1%	i
O=C(Nc1cccn2ncnc12)C(Cl)Cl
    -1%	0%	0%	-2%	-1%	0%	-5%	6%
CCCOc1ccc(C2c3c(-c4c(C)cc(C)cc4O)n[nH]c3C(=O)N2CCO)cc1 (stereo unspecified)
    /	/	3%	/	6%	2%	-4%	/
O=C(Nc1ccc(S(=O)(=O)N2CCCC2)cc1)c1ccc2c(=O)n3c(nc2c1)CCCCC3
    2%	-5%	-5%	-4%	5%	-1%	9%	-3%
NCCCC[C@H]1CNC(=S)N1CCc1cccc(F)c1
    4%	12%	0%	1%	1%	0%	-2%	i
CCOc1cc(CNCc2ccc(C(=O)O)cc2)ccc1OC
    -2%	42%[activator]	14%	-5%	-7%	1%	9%	i
O=C(NCc1ccco1)c1ccccc1Nc1ccc(F)cc1
    1%	-9%[11.4 µM]	6%	0%	3%	-2%	-16%	-3%
COc1ccc(OCC(=O)N2c3ccccc3CCc3ccccc32)cc1
    13%	-5%	-1%	2%	2%	-3%	-2%	-10%
CN(C)c1ccc(/C=c2\sc3n(c2=O)CCCN=3)cc1
    -4%	-3%	-2%	-4%	-5%	-5%	?	-1%
Cc1ccc(S(=O)(=O)N(C)C)cc1NC(=S)Nc1ccc2cn[nH]c2c1
    ?	4%	-9%	4%	-1%	1%	?	-1%
CC(C)(C)CC(=O)NC(=S)NCCc1ccccc1
    -2%	3%	-7%	1%	-1%	1%	-13%	-10%
CCOc1ccc(NC(=O)CSc2nnc(CCNC(=O)c3ccc(OC)cc3)n2C)cc1
    2%	/	0%	1%	-5%	-1%	?	3%
CC(=O)Nc1ccc(NS(=O)(=O)c2c(C(=O)N3CCC(C)CC3)c(C)n(C)c2C)cc1
    /	/	-3%	/	1%	-1%	1%	/
Cc1ccc(N2C(=O)C(CN3CCCCC3)C2c2ccccc2)cc1 (stereo unspecified)
    1%	0%	-3%	3%	-4%	2%	5%	i
Cc1cc(C)cc(NC(=O)CSc2c(C(C)C)cnc3c2c(=O)n(C)c(=O)n3C)c1
    /	/	8%	/	-2%	-1%	-7%	/
COc1ccc(C2C(=O)N(C3CCCCCC3)CC(=O)N2CCc2ccc(Cl)cc2)cc1OC (stereo unspecified)
    /	/	0%	/	-7%	-1%	-6%	/
COc1ccc(CN2CCCCC2C)cc1OC (stereo unspecified)
    0%	/	-15%	6%	-7%	2%	-11%	i
Cc1cc(NC(=S)Nc2cccnc2)ccc1Br
    ?	/	-12%	7%	-3%	-1%	4%	-4%
c1ccc(N=Nc2cn[nH]c2-c2ccco2)cc1
    6%	?	1%	4%	-2%	-4%	?	i
COc1ccc(OC)c(S(=O)(=O)Nc2ccc3c(c2)n(C)c(=O)n3C)c1
    /	/	-6%	/	-4%	-3%	-5%	/
O=C(N[C@@H](Cc1ccccc1)C(=O)OCC(=O)N1CCOCC1)c1cccs1
    -4%	?	-2%	4%	8%	0%	4%	-9%
COc1ccc(Cl)cc1NC(=S)NCc1ccco1
    2%	-2%	0%	2%	5%	-3%	-3%	-7%
Cc1nc2scc(-c3cccs3)c2c(=O)n1CC(=O)O
    ?	/	0%	-3%	-8%	1%	-4%	i
CC(=O)Nc1c(OC(C)=O)ccc2c(C)cc(=O)oc12
    ?	8%	0%	-9%	-8%	1%	?	i
CCN(CC)C1CCN(C(=O)CCc2nnc(CCc3ccccc3)o2)C1 (stereo unspecified)
    -7%	9%	-13%	-3%	-1%	1%	-5%	i
O=C(N/N=C/c1ccc2nccnc2c1)c1cccc([N+](=O)[O-])c1
    5%	13%	-3%	9%	5%	-4%	?	8%
COc1ccc(C)cc1S(=O)(=O)N1CC(C)OC(C)C1 (stereo unspecified)
    5%	-12%	12%	16%	-7%	-7%	11%	-6%

An excerpt; rates above refer to the full screens.
